KB-V1 cytotox: KB-V1 MDR subline cytotoxicity; Potency, µM (titrated, usually from 46.1 µM), for inactives: at the highest dose activity change, negative = cytotoxicity, hits mostly cytotoxic; KB-V1 MDR cells viability, CellTiter-Glo, 72 h; 3.4% of 400,000 active; further: potency means the concentration at half of the fitted maximal effect; on the % scale 0 is the no-effect control and ±100 the full control effect; nearly all actives have a fitted effect of over 60% in size
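Potencies derive from concentration-effect curves fitted to normalized luminescence (CellTiter-Glo) of KB-V1 cells treated for 72 h at 37 degrees C in phenol-red-free DMEM containing 10% FBS.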
S2 tox: reduces viability in counter-screen for ATXN expression inhibitors; S2 cells (HEK-293 line with an ATXN2-luciferase reporter) viability, CellTiter-Fluor protease fluorescence, 24 h; Potency, µM (doses to about 56.7 µM), hits mostly cytotoxic; 0.49% of 400,000 active; AID 651635; further: potency means the concentration at half of the fitted maximal effect; nearly all actives have a fitted effect of over 40% in size
SW480 rerep: inducers of DNA re-replication in SW480 colon cancer cells; SW480 DNA re-replication, Hoechst DNA content imaging, 48 h; AID 624297; Potency, µM (titrated, usually from 46.1 µM), for the others: top-dose re-replication activation, hits mostly activators; 1.8% of 340,000 active; further: potency means the concentration at half of the fitted maximal effect; % of control where 0% means no effect; nearly all actives have a fitted effect of over 55% in size
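Cells (250 per well) received 23 nL compound or DMSO by pin tool and were kept 48 hr at 37 C, 5% CO2. Nuclei were then stained with Hoechst for 40 min and scanned for DNA content.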
KB-3-1 cytotox: KB-3-1 parental cell cytotoxicity; KB-3-1 viability, CellTiter-Glo ATP luminescence, 72 h; 1.4% of 400,000 active; Potency, µM (highest dose often 46.1 µM), without a hit: at the highest dose activity change, negative = cytotoxic, most hits filed as cytotoxic; further: potency means the concentration at half of the fitted maximal effect; on the % scale 0 is the no-effect control and ±100 the full control effect; nearly all actives have a fitted effect of over 60% in size
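Cytotoxicity measured as CellTiter-Glo luminescence after 72 h at 37 C. Compound titrations were pinned onto drug-naive KB-3-1 parental adenocarcinoma cells grown in DMEM with 10% FBS, and normalized data fitted to concentration-response curves.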
HT1080 IDH1KD tx: kills HT-1080 cells with IDH1 knockdown. HT-1080 IDH1 knockdown viability, ATP luminescence, 48 h. Potency, µM (top dose mostly 46.1 µM), without a hit: at the highest dose activity, negative = toxicity, hits mostly cytotoxic. 2% of 360,000 active. AID 686971;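 further: potency means the concentration at half of the fitted maximal effect; 0% = DMSO wells and -100% = cell-free medium wells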
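CellTiter-Glo luminescence after 48 h compound exposure at 37 degrees C of IDH1-knockdown HT-1080 cells in 5% FBS RPMI. %Activity scaled between DMSO wells and cell-free media wells, with curves fitted and assigned curve classes.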
IL-1B inflam inh: blocks inflammasome-driven IL-1 beta release; activity change, % at 57.5 µM; THP-1 LPS/ATP IL-1B secretion, AlphaLISA, 16 h; active compounds read low; 4.7% of 360,000 active; in the data active means activity change below about -50%; inconclusive means mostly about -30% to -49%; further: on the % scale 0 is the no-effect control and ±100 the full control effect
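Secreted IL-1B measured by AlphaLISA bead assay after 16 h compound exposure of THP-1 cells; compounds (final up to 57.5 uM) added 1 h before LPS (250 ng/mL) and ATP (1.25 mM) stimulation; lower signal means less secretion.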
HT1080NT lethal: kills 2HG-producing HT-1080-NT fibrosarcoma cells. Potency, µM (doses to about 46.1 µM), for the others: at the top dose activity, negative = less viability, actives largely listed as cytotoxic. 1.6% of 360,000 active. HT-1080-NT fibrosarcoma viability, CellTiter-Glo ATP luminescence, 48 h. AID 686970;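 further: NT is the 2HG producing partner of a matched IDH1 knockdown line; potency means the concentration at half of the fitted maximal effect; 0% = DMSO-treated cells and -100% = media-only wells without cells; nearly all actives have a fitted effect of over 55% in size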
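Viability by CellTiter-Glo luminescence after 48 h compound exposure at 37C of HT-1080-NT cells (750/well, RPMI, 5% FBS). % activity scaled between DMSO wells and medium-only wells, then curve-fitted and categorized by curve class.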
ATXN2 expr inh: reduces ATXN2 reporter expression in HEK-293 cells; 0.72% of 360,000 active; HEK-293 ATXN2-luciferase reporter, luminescence, 24 h; Potency, µM (series often up to 57 µM), inactives show top-dose activity change, negative = inhibition, actives largely listed as inhibitors; AID 1745845; further: potency means the concentration at half of the fitted maximal effect; on the % scale 0 is the no-effect control and ±100 the full control effect; nearly all actives have a fitted effect of over 55% in size
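ATXN2-luciferase reporter cells (luciferase flanked by upstream and downstream ATXN2 gene portions) were treated 24 h at 37 °C with compounds at up to 57 uM. SteadyGlo luminescence gave expression; GF-AFC fluorescence gave viability.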
MCF10A rereplic: induces DNA re-replication in MCF 10a normal breast cells; MCF 10A DNA re-replication, Hoechst nuclear intensity, 48 h; 2.9% of 350,000 active; Potency, µM (titrated, usually from 46.1 µM), inactives show top-dose activity, positive = re-replication, hits mostly activators; AID 624296; further: potency means the concentration at half of the fitted maximal effect; % of control where 0% means no effect; nearly all actives have a fitted effect of over 50% in size
An asterisk follows results filed as active; i = inactive; u = inconclusive; x = no result given; & = joins results of further samples; [ ] = dose if it differs, or a comment. Unless noted, the call rests on the fitted dose curve; in most records, active means well fitted curve in the direction sought with a large enough effect; inconclusive means small, poorly fitted or top-dose-only effect, or another doubt; inactive means no such curve, though single readings can be large; an effect the other way counts as inactive or inconclusive.

SMILES | KB-V1 cytotox | S2 tox | SW480 rerep | KB-3-1 cytotox | HT1080 IDH1KD tx | IL-1B inflam inh | HT1080NT lethal | ATXN2 expr inh | MCF10A rereplic
CC1CC2C3CCC4=CC(=O)C=CC4(C)C3(F)C(O)CC2(C)C1(O)C(=O)CO (centres undefined) | 6% | i | -4% | 3% | 18% | x | 26% | x | 0%
CCCc1ccc2oc(C(=O)N(C)Cc3ccn[nH]3)c(C)c2c1 | -14% | i | 8% | 16% | -21% | 6 | -30% | 31%[activator] | 14%
CC1CC(C(=O)Nc2ccccc2)C(=O)O1 (centres undefined) | u | i | u | 9% | 17% | 4 | 7% | -7% | u
N/C(=N\OC(=O)Cc1ccc([N+](=O)[O-])cc1)c1ccc([N+](=O)[O-])cc1 | 4% | i | 1% | 3% | -10% | -1 | -24% | -17% | 9%
COc1nc(N(CC(N)=O)S(=O)(=O)c2ccccc2)nc(C)c1Cl | -22% | i | -12% | 19% | -14% | 25 | 3% | 7% | -47%[inhibitor]
CCCn1c2ccc(C)cc2c2nnc(SCCN3CCCCC3)nc21 | 1%&0% | u | u | -6%&-6% | u | -66* | -24% | -11%&-10% | u
COc1ccc(OC)c(CNC(=O)C2CCCN(C(=O)N(C)C)C2)c1 (centres undefined) | -9% | i | 2% | 19% | 1% | -6 | 4% | -1% | 17%
CN(CCCC1CCCC1)C(=O)CCc1nnc(-c2ccccc2)o1 | -23% | i | -7% | -12% | 13% | 1 | 14% | 40%[activator] | -1%
OC1=C(O)c2nc3ccccc3nc21 | 6% | i | 0% | 0% | 3% | 2 | 8% | 3% | 1%
Cc1cccc(OC(C)C(=O)N2CCCc3ccccc32)c1 (centres undefined) | 5% | i | 3% | -1% | 1% | 10 | -10% | 1% | 24%
Cc1c(NC(=O)C(C)Oc2ncnc3ccccc23)c(=O)n(-c2ccccc2)n1C (centres undefined) | 19% | i | -1% | -2% | 23% | 6 | 5% | 6% | -1%
CC(C)COc1cccc(C(=O)Nc2ccc(CN3CCOCC3)cc2)c1 | -2% | i | u | u | u | -82* | -15% | -14% | u

7 of the entries above in order of the SW480 rerep value, highest first:
| canonical_smiles | SW480 rerep | IL-1B inflam inh |
| --- | --- | --- |
| CCCc1ccc2oc(C(=O)N(C)Cc3ccn[nH]3)c(C)c2c1 | 8% | 6 |
| Cc1cccc(OC(C)C(=O)N2CCCc3ccccc32)c1 (centres undefined) | 3% | 10 |
| N/C(=N\OC(=O)Cc1ccc([N+](=O)[O-])cc1)c1ccc([N+](=O)[O-])cc1 | 1% | -1 |
| OC1=C(O)c2nc3ccccc3nc21 | 0% | 2 |
| Cc1c(NC(=O)C(C)Oc2ncnc3ccccc23)c(=O)n(-c2ccccc2)n1C (centres undefined) | -1% | 6 |
| CC1CC2C3CCC4=CC(=O)C=CC4(C)C3(F)C(O)CC2(C)C1(O)C(=O)CO (centres undefined) | -4% | x |
| CN(CCCC1CCCC1)C(=O)CCc1nnc(-c2ccccc2)o1 | -7% | 1 |

Going on with the list.
SMILES | KB-V1 cytotox | S2 tox | SW480 rerep | KB-3-1 cytotox | HT1080 IDH1KD tx | IL-1B inflam inh | HT1080NT lethal | ATXN2 expr inh | MCF10A rereplic
CC(C)C1N=C2c3ccccc3N=C(SCC(=O)NCc3ccccc3Cl)N2C1=O (centres undefined) | -18% | i | x | u | x | x | x | -6% | x
Cc1onc(-c2c(Cl)cccc2Cl)c1C(=O)N1CCN(c2ccccc2)CC1 | u | u | 7% | -1% | u | 16 | u | x | u
CC1CCN(S(=O)(=O)c2ccc3c(ccn3CCC(=O)NCc3ccc(N(C)C)cc3)c2)CC1 | -21% | u | x | 1% | x | x | x | -14% | x
O=C(NCc1ccc(F)cc1)C1CC(=O)N(Cc2ccco2)C1 (centres undefined) | u | i | -5% | 5% | 8% | 12 | 5% | 17% | -1%
Cn1nnnc1SCC(=O)N1CCN(c2ccccc2)CC1 | 3% | i | -2%[9.22 µM] | -8% | -1% | 3 | -5% | -12% | 10%
CCOc1ccc2oc(=O)cc(CN3CCOCC3)c2c1 | -3% | i | -10% | 16% | -7% | 3 | -1% | 2% | -11%
N#C/C(=C(/O)c1ccc([N+](=O)[O-])cc1)c1nnc2n1CCCCC2 | 3% | i | -9% | 1% | 17% | 19 | 30% | -13% | -2%
O=C(COC(=O)c1ccco1)NC1CCCc2ccccc21 (centres undefined) | -3% | i | -2% | -2% | 0% | 3 | -4% | x | -7%
COc1cc(NC(=O)CSc2nc3cc(C)ccc3cc2C)c(C(=O)O)cc1OC | 13% | i | 0% | u | 5% | 11 | 4% | 0% | 6%
CCOC(=O)C1(Cc2ccccc2)CCCN(C(=O)c2cn[nH]c2)C1 (centres undefined) | 16% | i | -4% | -1% | 7% | 21 | 3% | 3% | -3%
O=C(CNC(=O)c1cccc(F)c1)N/N=C/c1cccs1 | 0% | i | -1% | 0% | 5% | -9 | 12% | x | -3%
CC(CNC(=O)c1ccc(N)cc1)NC(=O)c1ccc(N)cc1 (centres undefined) | 1% | i | -3% | 0% | 15% | 0 | 12% | 8% | u
COc1ccccc1NS(=O)(=O)c1c(C)nc2sccn2c1=O | -8% | i | -12% | 2% | 0% | -3 | -11% | -7% | -1%
O=C(C1CCN(C2CCN(Cc3ccc4cc(F)ccc4n3)CC2)CC1)N1CCCC1 | -17% | i | 11% | -9% | -15% | 7 | -16% | -15% | 5%
C[C@H](NC(=O)c1ccco1)C(=O)OCC(=O)N1CC(=O)Nc2ccccc21 | 20% | i | -4% | 14% | -10% | 2 | 14% | -6% | 3%
O=C(CSCCO)Nc1ccc([N+](=O)[O-])cc1 | 0% | i | -2% | 10% | 5% | 24 | 4% | -24%[11.3 µM] | 0%
CCNCC(=O)Nc1c(C)cccc1C | 6% | i | 2% | 0% | 15% | 3 | -12% | 1% | 2%
S=C(NCCc1ccccc1)N1CCc2ccccc2C1 | u | i | -1% | -20% | -12% | 0 | u | 29% | -5%
Cc1ccc(NC(=O)CCc2nnc3ccc(NCc4ccco4)nn23)nc1 | -2% | i | 17% | 7% | 17% | 36 | 2% | -3% | -1%
CCCCOc1cccc(C(=O)N2CCN(CCc3ccncc3)CC2)c1 | -19% | i | x | 3% | x | x | x | -3% | x
CCOC(=O)c1ccc(Nc2ccc(C(C)=O)cc2)cc1 | 15% | i | x | -1% | -12% | 0 | 0% | 58%[activator] | x
Cc1ccc(C(=O)NCC(=O)OCc2cc(=O)n3ccsc3n2)cc1 | u | i | x | 3% | x | x | x | -1% | x
CCOC(=O)c1ccccc1NC(=O)COC(=O)CC(C)(C)CC1=NS(=O)(=O)c2ccccc2N1 | u | i | x | u | x | x | x | u | x
O=C(CSc1ccc(-c2ccco2)nn1)c1ccccc1 | -27% | i | -6% | 6% | 9% | 21 | 16% | 24% | 3%
CCS(=O)(=O)N1CCN(C(=O)c2ccc(-c3ccccc3)cc2)CC1 | -14% | i | 0% | -13% | -16% | -15 | -8% | -3% | 6%
CONC(=O)c1ccc(-c2cccc3nccn23)cc1 | -2% | i | x | 0% | 5% | 0 | 21% | 16% | x
Cc1c(NC(=O)C(C)N2C(=O)c3ccccc3C2=O)c(=O)n(-c2ccccc2)n1C (centres undefined) | 10% | i | -2% | 11% | 8% | 0 | 3% | 4% | 11%
O=C(N/N=C/c1sc(N2CCOCC2)nc1-c1ccccc1)c1ccc(O)cc1 | 4% | x | 1% | 4% | -26% | -20 | -19% | -18%[11.3 µM] | u
COC(=O)c1ccc(CSc2nnc(C)n2N)o1 | 0% | i | 10% | 10% | 5% | -11 | 4% | 2% | -3%
Cc1ccc(N2CC(c3nc4ccccc4n3C)CC2=O)cc1C (centres undefined) | 0% | u | -5% | 7% | 3% | -2 | 6% | -22% | 1%
COc1cc2c(cc1OC)C(C)N(Cc1ccc3c(c1)OCO3)CC2 (centres undefined) | u | i | u | u | -24% | -13 | -19% | -13% | 28%
Cc1cccc(-c2nc(N3CCN(c4ccc(F)cc4)CC3)c3ccccc3n2)c1 | 13% | i | x | -3% | x | x | x | 11% | x
Cc1cc(N2CCN(C)CC2)nc2ccc(NC(=O)c3ccc(C(C)(C)C)cc3)cc12 | u | 16µM* | x | u | x | x | x | u | x
CCn1c(SCC(=O)c2ccc(NC(C)=O)c(OC)c2)nnc1-c1ccc(NS(C)(=O)=O)cc1 | -6% | i | -10% | -17% | -19% | -4 | -19% | 0% | 7%
COC(=O)C1CN(C(=O)COc2cc(C)c(Cl)c(C)c2)c2ccccc2O1 (centres undefined) | 12% | u | -29% | 1% | 7% | 21 | 3% | x | 2%
CCOc1ccc(S(=O)(=O)N2CCC(C(=O)Nc3ccccc3N3CCCC3)CC2)cc1 | u | i | x | -15% | 13% | u | -9% | x | x

Whole records as entered above. Screens in order: KB-V1 cytotox	S2 tox	SW480 rerep	KB-3-1 cytotox	HT1080 IDH1KD tx	IL-1B inflam inh	HT1080NT lethal	ATXN2 expr inh	MCF10A rereplic
Profile of Cc1cccc(-c2nc(N3CCN(c4ccc(F)cc4)CC3)c3ccccc3n2)c1 : 13%	i	x	-3%	x	x	x	11%	x
Profile of Cc1c(NC(=O)C(C)N2C(=O)c3ccccc3C2=O)c(=O)n(-c2ccccc2)n1C (centres undefined) : 10%	i	-2%	11%	8%	0	3%	4%	11%
Profile of CCn1c(SCC(=O)c2ccc(NC(C)=O)c(OC)c2)nnc1-c1ccc(NS(C)(=O)=O)cc1 : -6%	i	-10%	-17%	-19%	-4	-19%	0%	7%
Profile of CCOc1ccc(S(=O)(=O)N2CCC(C(=O)Nc3ccccc3N3CCCC3)CC2)cc1 : u	i	x	-15%	13%	u	-9%	x	x

Source: PubChem BioAssay (National Center for Advancing Translational Sciences (NCATS))
